Screening results as filed in PubChem BioAssay.
Growth percent in the NCI-60 one-dose screen (48 h, 10 µM unless noted): 100 = growth as untreated, 0 = no growth, -100 = all killed.
CAKI-1: CAKI-1 renal cancer; 4.7% of 75,000 active; AID 1794772
OVCAR-3: OVCAR-3 ovarian cancer; 7% of 79,000 active
OVCAR-5: OVCAR-5 ovarian cancer; 2.9% of 82,000 active
RXF 393: RXF 393 renal cancer cells. AID 1794773. 6.9% of 77,000 active
A498: A498 renal cancer cells; 5.4% of 76,000 active; AID 1794774
OVCAR-8: OVCAR-8 ovarian cancer | AID 1794782 | 4.4% of 81,000 active
TK-10: TK-10 renal cancer cells. 3.9% of 81,000 active
ACHN: ACHN renal cancer; 4.9% of 81,000 active
Active calls of the source: *; . = not tested or not shown; & = joins results of further samples; [ ] = another dose, or the depositor's remark. How the source made its calls: active means growth percent below 10; inactive means the rest. These rows are one share of the data; the hit share may differ from the screen's.

Compound,CAKI-1,OVCAR-3,OVCAR-5,RXF 393,A498,OVCAR-8,TK-10,ACHN
CCOC(=O)c1[nH]cc(-c2ccc(OC)cc2)c1-c1ccc(O)cc1,84,90,106,98,82,90,115,71
CCCSC1=NC2C(N(CC)C(=O)N2CC)N1/N=C/C=C/c1ccccc1[N+](=O)[O-] (stereo not drawn),44,-16*,48,0.5*,.,34,85,42
CC(=O)/C(=C/c1ccccc1)C(=O)CC(C)C,100,75,94,103,96,75,84,85
CCn1c(SCC(=O)NN)nc2c1c(=O)n(C)c(=O)n2C,90,111,102,105,93,103,110,99
Fc1cc(C(F)(F)F)ccc1-c1cncnc1NC1CCCCCC1,85,109,106,89,50,87,113,91
COc1ccc2[nH]cc(/C=C/c3nc4ccccc4c(=O)n3-c3ccc(C#Cc4ccc(C(C)(C)C)cc4)cc3C)c2c1,88,107,128,108,.,104,107,99
Cc1nn(-c2c(F)c(F)c(F)c(F)c2F)c(C)c1N=Nc1ccccc1,97,114,104,96,119,88,100,99
CC(C)COC(=O)N1c2ccccc2C=CC1OCC(C)C (stereo not drawn),99,123,109,118,130,102,114,100
COc1ccc(CCN2C(=O)CSC2=S)cc1OC,85,.,104,59,.,99,56,100
NNC(=S)Nc1ccccc1,90,113,112,125,111,100,110,108

More entries follow:
Compound,CAKI-1,OVCAR-3,OVCAR-5,RXF 393,A498,OVCAR-8,TK-10,ACHN
CCOC(=O)C1=C(C)NC(C)=C(C(=O)OCC)C1c1ccc(OC)cc1,51,108,102,124,137,110,117,97
O=C(O)CN1C(=O)S/C(=C2\C(=O)N(CC3CCCCC3)c3ccc(-c4ccc(-c5ccccc5)cc4)cc32)C1=O,.,98,97,87,92,92,91,105
COC(=O)Nc1ccc(NC(=O)OC)c2c1C(=O)c1ccccc1C2=O,50,95,90,82,69,84,70,55
c1ccc2sc(-c3ccncc3)nc2c1,.,108,100,118,91,104,106,106
O=c1c2cccc3c(NC4CCCCC4)ccc(c32)c2nc3ccccc3n12,47,87,103,112,99,98,77,73
Cc1ccccc1Nc1nc(N)nc(CN2C(=O)NC3(CCCCC3C)C2=O)n1 (stereo not drawn),76,108,99,97,108,107,207,102
COc1ccc(N2CCN(c3cc(Nc4nc(-c5cc(OC)c(OC)c(OC)c5)cs4)nc(C)n3)CC2)cc1,66,89,88,109,75,.,87,79
Cn1c(=O)ccc(=O)n1-c1ccccc1,90,111,104,106,87,105,121,109
N#CCc1nn2c(CCC(=O)c3nc4ncccc4[nH]3)nnc2s1,83,111,97,88,92,98,127,97
NC(=O)c1ccc[n+](Cc2c(Cl)cccc2Cl)c1,99,113&122,99&102,123,107&102,93&105,89&126,100&104

Next section:
Compound,CAKI-1,OVCAR-3,OVCAR-5,RXF 393,A498,OVCAR-8,TK-10,ACHN
COc1nc(N)nc2n[nH]nc12,.,104,97,81,96,83,88,.
O=c1[nH]c2c(c(=O)[nH]1)OCN(Cc1ccccc1)C2,94,118,92,119,107,100,102,96
Cc1cccc(C)c1NCc1nnc(-c2ccco2)o1,.,95,100,102,97,98,123,101
NC(N)=N/N=C/c1ccccn1,.,99,96,106,.,106,103,104
C=C(C)[C@@H]1CC[C@]2(COC(=O)CCC(=O)NN)CC[C@]3(C)[C@H](CC[C@@H]4[C@@]5(C)CC[C@H](OC(C)=O)C(C)(C)[C@@H]5CC[C@]43C)[C@@H]12,84,112,120,117,115,102,123,108
CCCCCCCCCCCCCCCc1cc(OC2OC(COC(C)=O)C(OC(C)=O)C(OC(C)=O)C2OC(C)=O)ccc1N (stereo not drawn),84,84,98,97,75,74,115,94
O=C(O)/C=C/c1c(Cl)n(Cc2ccc(Cl)cc2)c2ccccc12,55,97,97,110,54,92,113,94
Clc1ccc(Br)c(-c2nc3ccccc3[nH]2)c1,95&87,106&127,108&102,102&108,89&76,94&101,128&127,101&95
CCC(C)c1ccc(O)c(C(C)CC)c1 (stereo not drawn),105,104,102,110,103,106,89,106
CCN(CC)CCNc1ccc(Cl)cc1,91,107,99,106,104,95,106,96

The list continues:
Compound,CAKI-1,OVCAR-3,OVCAR-5,RXF 393,A498,OVCAR-8,TK-10,ACHN
CC1COCC(C)N1C(=O)c1cccnc1 (stereo not drawn),88,124,116,114,.,98,108,116
O=C1c2ccccc2C(=O)N1CC(O)COc1cccc2ccccc12 (stereo not drawn),95,109,.,106,78,104,99,109
C[C@@H]1O[C@@H](O[C@@H]2C[C@H](c3ccc4c(c3O)C(=O)C3=C(C4=O)[C@@]4(O)C(=O)C[C@](C)(O)C[C@@]4(O)C=C3)O[C@H](C)[C@H]2O)C[C@H](O)[C@@H]1O,88,105,102,106,95,97,101,102
CC(C)=CC/C=C(/C)[C@H]1CC[C@]2(C)[C@@H]1CC[C@@H]1[C@@]3(C)CCC(=O)NC(C)(C)[C@@H]3CC[C@]12C,6.5*[100 µM],-64*[100 µM],9.1*[100 µM],-72*[100 µM],-16*[100 µM],0.3*[100 µM],3.6*[100 µM],-64*[100 µM]
Nc1nc2cc(O)ccc2n2cc3c(F)cccc3c12,-12*,30,39,5.5*,42,27,-13*,19
CCN(CC)C(=O)O/N=C/c1ccccc1,94,105,100,114,79,96,107,99
O=C(NCCCNC(=O)OCc1ccc2cccc(O)c2n1)OCc1ccc2cccc(O)c2n1,21,15,60,0.8*,61,23,50,20
O=c1ccc(Cl)n[nH]1,94,117,147,106,115,99,104,100
Cc1cc(N/N=C/c2ccccn2)nc2ccccc12,-8.9*,29,38,9.0*,28,6.8*,34,0.2*
Nc1c(N2CC[N+]3(CCC[N+]4(CCNCC4)CC3)CC2)ncnc1N1CC[N+]2(CCC[N+]3(CCNCC3)CC2)CC1,98,99,125,115,129,96,104,110

(list continues)
smiles	CAKI-1	OVCAR-3	OVCAR-5	RXF 393	A498	OVCAR-8	TK-10	ACHN
Cn1c(N)c(C(=O)N2CCN(c3ccccc3)CC2)c(=O)n(C)c1=O	103	105	104	110	90	113	115	101
O=C1NC(=O)c2c(Br)c(Br)c(Br)c(Br)c21	104&114	119&136	117&114	121&119	127	105&107	120&102	108&105
Nc1ccc2[nH]cc(-c3c4ccccc4cc4[nH]c5ccc(N)cc5c34)c2c1	108	106	99	103	102	113	95	100
O=C1CCC(=O)N1c1ccccc1Cl	76	104	101	103	102	96	133	102
CCOC(=O)C(=O)c1c[nH]c2ccccc12	87	106	101	117	104	102	113	103
N#CCC(N)=C(C#N)C#N	97	103	108	97	96	100	107	101
CCCCCCCCCCCCCCCCN(C(C)c1ccccc1)S(=O)(=O)c1ccc(OC)c(N)c1 (stereo not drawn)	96	107	104	131	123	104	122	106
c1ccc2c(-c3nc4ccccc4[nH]3)cccc2c1	61	12	63	31	29	47	.	53
Nc1nnc(-c2cncc(Br)c2)c(-c2c[nH]c3ccccc23)n1	72	95	107	101	102	96	121	89
c1cnc2c(-c3nc4ccc5[nH]ncc5c4c4c3CCCC4)c[nH]c2c1	57	26	37	43	64	24	50	27
COc1cc(/C=N/Nc2ncnc3c2c(C)nn3-c2ccc([N+](=O)[O-])cc2)ccc1O	104	112	105	110	85	108	140	101
COc1ccc(/C=C/c2ccc3ccccc3n2)c(OC)c1	74	74	86	91	59	93	111	87
Cc1c(Br)cc(Br)cc1Br	105	117	91	178	112	109	110	100
CC1(C)C(=O)/C(=C\c2cccnc2)C[C@]2(C)[C@H]3CC=C4[C@@H]5C[C@@](C)(C(=O)O)CC[C@]5(C)CC[C@@]4(C)[C@]3(C)CC[C@@H]12	87	98	107	92	100	90	101	96
COc1cc(CNC(=O)CCCC/C=C/C(C)C)ccc1OCc1cn(-c2ccccc2Cl)nn1	.	101	104	105	74	90	95	93
CCCCC1CCCCN1C(=O)OCC (stereo not drawn)	101	112	98	152	102	106	93	103
CCOC(=O)/C=C/c1c(C)[nH]c(=O)[nH]c1=O	64	118	72	89	111	83	96	1.8*
CC(C)C[C@H](NC(=O)CCn1ccc2ccccc2c1=O)B(O)O	46	29	66	-6.0*	7.7*	72	13	29
O=C(CN1CCN(c2cc3c(cc2F)c(=O)c(C(=O)N/N=C/c2ccccc2O)cn3C2CC2)CC1)N/N=C\c1ccccc1O	5.2*	31	39	28	86	26	43	14
C/C(=N\NC(=O)c1nc(N)n(-c2ccc(S(N)(=O)=O)cc2)n1)c1ccccc1	82	105	111	107	99	96	99	108
COc1ccc2c(c1)c(-c1nc(-c3cn(C)c4ncccc34)cs1)cn2CCO	89	99	76	85	49	73	83	72
OCC1OC(n2ccc3c(NO)ncnc32)C(O)C1O (stereo not drawn)	1.8*	-32*	-3.9*	-33*	-51*	-33*	-15*	-15*
CN1CCN(Cc2nnc3n(Cc4ccccc4)c(=O)c4c5c(sc4n23)CCCC5)CC1	87	105	105	105	.	92	105	97
CCOc1cccc(Cl)n1	100	129	100	101	114	106	113	102
COc1cc2nc(Cl)nc(Nc3cccc(C(C)=O)c3)c2cc1OC	90	102	97	86	84	99	129	90

A second format for some results above:
The line under a structure holds: CAKI-1	OVCAR-3	OVCAR-5	RXF 393	A498	OVCAR-8	TK-10	ACHN
Nc1nnc(-c2cncc(Br)c2)c(-c2c[nH]c3ccccc23)n1
→ 72	95	107	101	102	96	121	89
c1cnc2c(-c3nc4ccc5[nH]ncc5c4c4c3CCCC4)c[nH]c2c1
→ 57	26	37	43	64	24	50	27

Pulled by compound from the list above:
smiles	CAKI-1	OVCAR-3	OVCAR-5	RXF 393	A498	OVCAR-8	TK-10	ACHN
CCC(C)c1ccc(O)c(C(C)CC)c1 (stereo not drawn)	105	104	102	110	103	106	89	106
CCOc1cccc(Cl)n1	100	129	100	101	114	106	113	102

Next section:
smiles	CAKI-1	OVCAR-3	OVCAR-5	RXF 393	A498	OVCAR-8	TK-10	ACHN
COc1ccccc1S(=O)(=O)Nc1ccc2c3c(cc(NCCC4CCN(C)CC4)nc13)C(=O)N2C	.	89	84	92	85	85	77	101
O=C(CN1C(=O)c2ccccc2S1(=O)=O)Nc1nc(-c2cc3ccccc3oc2=O)cs1	100	113	106	105	98	101	137	103
CC[C@]12CC(C(=O)OC)=C3Nc4ccccc4[C@@]34CCN(C14)[C@@H]1c3cc4c(cc3O[C@@H]1[C@H]2O)NC1=C(C(=O)OC)C[C@@]2(CC)C3N(CC[C@@]143)C[C@H]1O[C@H]12 (stereo partly drawn)	8.4*	.	39	-18*	-46*	24	6.7*	11
COc1nccc2c(Nc3ccc(Cl)cc3)nc(N)nc12	.	107	112	121	89	104	133	112
CS(=O)(=O)Nc1ccc(CNC(=O)c2ccccc2Nc2ccnc(C(F)(F)F)c2)cc1	97	103	101	102	92	97	94	95
CC(=O)OCC1OC(OC(C)=O)C(NC(=O)NS(=O)(=O)c2ccc(CCNC(=O)c3cc(Cl)cc(Cl)c3)cc2)C(OC(C)=O)C1OC(C)=O (stereo not drawn)	92	104	109	109	.	105	108	103
N#Cc1c(NC(=O)CN(Cc2ccccc2)Cc2ccccc2)sc2c1CCCCC2	87	110	107	111	101	104	105	92
